# High-throughput results as filed in PubChem.
# TRPV1 agonist – agonists of human vanilloid receptor 1 (TRPV1) | TRPV1-expressing cells, Fluo-8 calcium influx, agonist mode | Q8NER1 | activation, % at 8.33 µM | AID 540275 | 320,000 tested, 0.19% active; in the data active = activation above about 80%; inconclusive = between about 30% and that limit; also: 0% is about no effect
#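 Fluo-8 calcium influx in TRPV1-expressing cells, kinetic read (ex 480/em 520 nm). Compound added and read 3 min for agonist activity, followed by capsaicin at EC20 final and 2 min further read for enhancement.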
# MLL CXXC-DNA inh – MLL CXXC-DNA interaction inhibition | Q03164 | MLL-CXXC / FITC-HOXA9 DNA fluorescence polarization | Potency, µM (doses to about 115 µM), inactives show at the top dose activity change, negative = inhibition, most hits filed as inhibitors | 290,000 tested, 0.037% active; active = well fitted inhibition curve with a large enough effect in the polarisation, with a control signal flat, not every such curve was filed as active; inconclusive = small, poorly fitted or top-dose-only effect, or effect the other way, or a change in a side signal; inactive = no such curve, though single readings can be large or run the other way; the % refers to the polarisation; also: potency is read from the fitted curve at half-maximal effect
#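 Fluorescence polarization: 7 uM MLL-CXXC (stock) preincubated 5 min with compounds, then 50 nM fluorescein-HOX-A9 DNA (stock) added; 30 min ambient. Buffer 50 mM Tris-HCl pH 7.5, 50 mM NaCl, 1 mM DTT, 0.05% BSA.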
# Menin MLL FP TR – menin-MLL binding inhibition, Texas Red mutant peptide; O00255; Menin + Texas Red MLL mutant peptide, fluorescence polarization; Potency, µM (doses to about 61.6 µM), for inactives: top-dose FP activity change, negative = inhibition, actives largely listed as inhibitors; 270,000 tested, 0.23% active; active = well fitted inhibition curve with a large enough effect in the polarisation, with a control signal flat, not every such curve was filed as active; inconclusive = small, poorly fitted or top-dose-only effect, or effect the other way, or a change in a side signal; inactive = no such curve, though single readings can be large or run the other way; the % refers to the polarisation; also: potency is read from the fitted curve at half-maximal effect; % of control where 0% means no effect; many of its hits are not listed in these tables
# Target sequence (O00255 whole entry, looked up): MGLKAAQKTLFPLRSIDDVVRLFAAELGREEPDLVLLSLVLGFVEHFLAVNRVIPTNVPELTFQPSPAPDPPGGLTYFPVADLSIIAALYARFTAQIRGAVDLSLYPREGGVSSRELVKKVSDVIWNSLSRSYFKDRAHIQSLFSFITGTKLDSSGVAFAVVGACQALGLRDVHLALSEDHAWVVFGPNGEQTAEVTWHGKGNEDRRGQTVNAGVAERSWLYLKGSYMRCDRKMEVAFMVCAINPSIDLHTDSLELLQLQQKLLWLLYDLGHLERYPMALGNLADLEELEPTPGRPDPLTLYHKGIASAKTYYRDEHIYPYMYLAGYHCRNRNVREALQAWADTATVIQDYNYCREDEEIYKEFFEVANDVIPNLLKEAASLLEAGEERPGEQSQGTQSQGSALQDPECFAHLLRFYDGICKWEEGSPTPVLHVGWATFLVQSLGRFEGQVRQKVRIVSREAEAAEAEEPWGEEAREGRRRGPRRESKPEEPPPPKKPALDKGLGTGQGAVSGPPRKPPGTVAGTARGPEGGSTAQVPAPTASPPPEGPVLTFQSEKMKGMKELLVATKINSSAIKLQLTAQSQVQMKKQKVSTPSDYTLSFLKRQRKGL
# KCNH2 3.1 inh – blocks the human KCNH2 3.1 channel isoform | 340,000 tested, 0.95% active | AID 720553 | U2OS KCNH2 3.1, thallium flux FluxOr; active compounds read low | activity change, % (tested at about 1.8 µM);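 active = maximum activity change below -70%; inconclusive = maximum activity change from -70% to -50%; inactive = maximum activity change above -50%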;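 also: thallium influx rate constant from kinetic fluorescence after stimulation buffer; % is scaled to controls: 0 for no effect and ±100 for the full control effect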
#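 Steps: virus added to U2OS suspension (4 h, RT, dark); medium with 10% FBS added, cells plated, 37 C overnight; FluxOr/Red40 loading buffer 45 min RT; stimulation buffer, 2 min kinetic read; rate constant normalized.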
# B2AR arrestin – agonists driving beta-arrestin recruitment to human beta2-adrenergic receptor | P07550 | beta-arrestin recruitment to beta2AR, cell-based reporter | Potency, µM (top dose mostly 46.1 µM), for the others: at the highest dose activation, actives largely listed as activators | 330,000 tested, 0.02% active | AID 492947;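 also: potency is read from the fitted curve at half-maximal effect; 0% = DMSO controls and full agonism = EC100 isoproterenol or metaproterenol; nearly all actives have a fitted effect of over 65% in size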
# Giardia kill – Giardia lamblia killing; AID 540267; Giardia lamblia trophozoite viability; activity change, % at 7.66 µM, hits read low; 340,000 tested, 0.15% active; in the data active = activity change below about -80%; inconclusive = between about -30% and that limit;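 also: parasites exposed to compound for two days anaerobically before the ATP read; % is scaled to controls: 0 for no effect and ±100 for the full control effect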
#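 Each well holds 100 Giardia trophozoites and compound. After two days (48 hrs) at 37 deg C in anaerobic conditions, ATP is quantified by luminescence.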
# GALK inhibitor – inhibitors of human galactokinase; 270,000 tested, 0.007% active; Purified GALK, Kinase-Glo residual ATP luminescence; Potency, µM (highest dose often 57.5 µM), inactives show top-dose activity change, negative = inhibition, usual class: inhibitors; also: potency is read from the fitted curve at half-maximal effect; % is scaled to controls: 0 for no effect and ±100 for the full control effect
# Target sequence (P51570 whole entry, looked up): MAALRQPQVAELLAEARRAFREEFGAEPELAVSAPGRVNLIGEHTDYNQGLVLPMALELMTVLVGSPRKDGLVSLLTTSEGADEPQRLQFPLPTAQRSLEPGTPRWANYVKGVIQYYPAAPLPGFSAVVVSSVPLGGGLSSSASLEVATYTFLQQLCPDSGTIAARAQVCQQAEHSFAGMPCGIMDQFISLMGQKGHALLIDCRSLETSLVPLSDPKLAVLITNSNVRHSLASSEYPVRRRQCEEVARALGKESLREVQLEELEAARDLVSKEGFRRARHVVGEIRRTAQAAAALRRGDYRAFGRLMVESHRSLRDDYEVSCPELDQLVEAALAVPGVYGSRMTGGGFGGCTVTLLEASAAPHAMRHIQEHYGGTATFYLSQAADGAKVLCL
#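 Kinase-Glo Plus luminescence measured ATP left after a 1 h room-temperature reaction. The reaction used 5 nM GALK, 100 uM galactose and 35 uM ATP at pH 8.0 (20 mM HEPES, 5 mM MgCl2, 60 mM NaCl, 1 mM DTT, 0.01% BSA).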
# USP2a inh – blocks human ubiquitin-specific protease USP2a | O75604 | USP2 core, Ub-CHOP2 coupled fluorogenic reporter, 485/531 | Potency, µM (top dose mostly 38.3 µM), for the others: at the top dose activity change, negative = inhibition, hits mostly inhibitors | 330,000 tested, 0.01% active | AID 463254;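 also: potency is read from the fitted curve at half-maximal effect; plate controls were DMSO wells for no effect and full inhibition by NEM control for full effect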
#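 Deubiquitinase activity read as fluorescence (485/531 nm) after Ub-CHOP2 cleavage activates the enterokinase reporter on its substrate; USP2 core 10nM, Ub-CHOP2 and substrate 25nM each, 30min compound preincubation then 60min RT; data normalized to NEM, curves fitted.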
# KCNH2 WT inh – inhibitors of human wildtype KCNH2 potassium channel. U2OS, BacMam KCNH2, thallium flux FluxOr; active compounds read low. AID 720551. 340,000 tested, 0.37% active. activity change, % at 1.84 µM;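 active = maximum activity change below -70%; inconclusive = maximum activity change between -70% and -50%; inactive = maximum activity change above -50%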; also: % is scaled to controls: 0 for no effect and ±100 for the full control effect
#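 U2OS cells transduced with wild-type KCNH2 virus are loaded with FluxOr dye for 45 min, and thallium flux is measured in kinetic reads before and after stimulation buffer. Rate constants are normalized to DMSO controls.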
# PKM2 act – activators of human pyruvate kinase M2; P14618; 260,000 tested, 0.34% active; AID 1631; purified PKM2, Kinase-Glo ATP luminescence, activation; response scale: 0% is enzyme alone, no compound; Potency, µM (highest dose often 57.5 µM), inactives show top-dose activation, hits mostly activators; also: potency is read from the fitted curve at half-maximal effect; % is scaled to controls: 0 for no effect and ±100 for the full control effect; nearly all actives have a fitted effect of over 55% in size
#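 Purified hPK-M2 (>95%) run at intermediate activity with 0.1 mM ADP and 0.5 mM PEP in 50 mM imidazole pH 7.2, KCl, MgCl2; 1 h room temperature. ATP formed read by Kinase-Glo luminescence; normalized to uninhibited and no-enzyme controls.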
# Coupling enz – coupling enzyme interference in Giardia aldolase counter-screen; coupling enzyme system counterscreen, AmpLite Red fluorescence; activity change, negative = inhibition, % at 58.2 µM, hits read low; 290,000 tested, 0.67% active; in the data active = activity change below about -30%; also: % is scaled to controls: 0 for no effect and ±100 for the full control effect
#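 Fluorescence at 525 nm excitation and 598 nm emission measured inhibition of the coupled detection system without aldolase. Compounds (at 57.5 uM final) were preincubated 10 min at room temperature with coupling enzyme reagent before a 20 min substrate/AmpLite Red step.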
# Numbers without * were called inactive; ? = inconclusive; nt = no result given; [ ] = another dose, or the depositor's remark. Unless noted, calls follow the shape of the dose curve; as a rule, active = well fitted curve in the direction sought with a large enough effect; inconclusive = small, poorly fitted or top-dose-only effect, or another doubt; inactive = no such curve, though single readings can be large; an effect the other way counts as inactive or inconclusive. The list is partial; count on the stated rates, not on these rows.
SMILES,TRPV1 agonist,MLL CXXC-DNA inh,Menin MLL FP TR,KCNH2 3.1 inh,B2AR arrestin,Giardia kill,GALK inhibitor,USP2a inh,KCNH2 WT inh,PKM2 act,Coupling enz
COc1ccc(CNC(=O)CN(C(=O)c2csnn2)c2ccc(F)cc2)cc1,0,2%,-5%,5,0.2%,9,-1%,1%,-3,0%,-1
C#CCNC(=O)C1=C[C@H](c2coc3ccccc3c2=O)C[C@H](OCc2ccc(CO)cc2)O1,-1,-6%,1%,7,0.5%,7,1%,1%,8,-1%,3
COc1cc(C(=O)N2CCCc3ccccc32)cc(OC)c1OC,4,0%,3%,-11,-0.6%,-3,1%,1%,21,12%,1
Cc1onc(-c2c(Cl)cccc2Cl)c1C(=O)Nc1c(C)n(C)n(-c2ccccc2)c1=O,3,-2%,0%,-6,-0.9%,14,5%,2%,-37,11%,3
COc1ccc(CCNC(=O)C23CN(Cc4ccccc4)CC2C(c2cccc([N+](=O)[O-])c2)=NO3)cc1 (stereo not given),4,4%,12%,5,0.4%,22,0%,1%,-9,-1%,0
CS(=O)(=O)N(Cc1ccccc1)c1ccc(C(=O)Nc2ccccc2C(=O)O)cc1,-7,-1%,?,-6,0.2%,20,-9%,2%,-18,1%,16
Cn1c(O)c(N=NC(=N)N)c2ccccc21,nt,-9%,nt,1,-0.7%,34[activator],1%,-2%,nt,-14%,-4
CC1=Nn2c(nnc2-c2ccccc2Cl)SC1,-3,11%,3%,0,-3.2%,-2,0%,-1%,-1,-9%,-2
CCOc1ccccc1CNC(=O)CNC(=O)c1cccs1,1,2%,-18%,3,-0.1%,?,3%,2%,18,nt,-3
Cc1ccc(S(=O)(=O)N2CCN(C(=O)COC(=O)CNC(=O)c3ccc(Cl)cc3Cl)CC2)cc1,-1,nt,nt,-7,-0.4%,-15,nt,-1%,-10,nt,nt
Cc1cc(=O)oc2cc(NC(=O)COc3ccccc3[N+](=O)[O-])ccc12,1,nt,nt,-7,-0.1%,-6,nt,0%,4,nt,nt
C(=C\c1nc(-c2ccccc2)no1)/c1ccccc1,2,1%,5%,-8,-0.3%,-2,3%,2%,3,2%,-2
COCCCNc1ncnc2c1sc1nc(-c3ccco3)c3c(c12)CC(C)(C)OC3,22,0%,nt,-2,0.0%,4,nt,2%,-3,11%,0
CCOC(=O)c1ccc(NC(=O)CN2C(=O)CSC(C)C2=O)cc1 (stereo not given),-5,-6%,?,-6,-2.2%,2,-3%,2%,-3,-6%,-1
O=C(C[n+]1cc(-c2ccccc2)n2c1CCC2)N1c2ccccc2Sc2ccccc21,-2,13%,-7%,-13,2.6%,-11,0%,3%,-1,2%,-1
COCCN(C(=O)Cn1nnc2ccccc21)C(C(=O)NC1CCCC1)c1ccc(OC)cc1OC (stereo not given),2,4%,2%,-25,-0.8%,-10,-3%,1%,3,2%,0
C/C(Cl)=C/CSc1nc2c(c(=O)[nH]c(=O)n2C)n1C(C)C,4,0%,-6%,13,-2.0%,3,2%,-6%,-9,-1%,-1
COc1ccc(C(=O)NC2CCN(CC(=O)Nc3cccc(C)c3)CC2)cc1OC,-6,3%,0%,15,-1.2%,1,2%,0%,-4,-1%,4
O=C(c1ccccc1)c1c[nH]c(C(=O)NNc2ccccc2)c1,1,5%,-8%,-2,-0.2%,5,0%,-2%,-8,7%,-2
O=C(O)C(CCCCN1C(=O)C2C3C=CC(C3)C2C1=O)N1C(=O)C2C3C=CC(C3)C2C1=O (stereo not given),2,-4%,-8%,2,-0.5%,17,0%,-7%,1,-4%,0
Cc1ccc(CN(Cc2cccnc2)C(=S)Nc2cc(Cl)ccc2C)cc1,13,-4%,11%,-2,0.4%,3,0%,-2%,7,nt,-2
O=C(CCc1ccc(S(=O)(=O)NC2CCCCC2)cc1)NCc1cccnc1,12,4%,-2%,2,0.2%,1,0%,-1%,-7,7%,-1
O=C(C1Cc2ccccc2CN1S(=O)(=O)c1cccs1)N1CCCCC1 (stereo not given),6,-3%,12%,7,-0.1%,-21,-3%,-2%,0,-1%,-1
COc1ccc(/C=N\NC(=O)C2CCCC2)cc1Br,2,6%,nt,4,0.0%,23,-2%,2%,3,6%,nt
Oc1ccc(C2C[C@H]3CC[C@@H]2C3)cc1O (stereo not given in full),2,-2%,?,-33,-0.3%,9,-4%,5%,-4,nt,-15
CCOc1ccc(C2C(C(=O)c3cccs3)=C(O)C(=O)N2CCN2CCOCC2)cc1 (stereo not given),-4,21%,?,14,-0.1%,-2,1%,2%,-7,nt,1
COC(=O)c1cc2c(C)c(C)c3ccccn3c-2c1C(=O)OC,5,?,-10%,4,-0.1%,16,-4%,?,-2,-4%,-3
COc1ccc(/C=C2\SC(=O)N(CC(=O)NNC(=O)c3ccccc3O)C2=O)cc1OC,-8,4%,?,4,-0.4%,12,nt,0%,20,-4%,1
COc1ccc(CNC(=O)C2=CC(c3ccc(OC)cc3)=NS(=O)(=O)N2C)cc1,18,nt,?,-8,3.4%,-9,nt,0%,0,12%,-1
O=C1COc2ccc(C(=O)CSc3nnc(-c4cccs4)n3Cc3ccccc3)cc2N1,18,11%,-6%,-3,-0.3%,5,8%,-6%,3,-1%,2
Cc1noc(C)c1COC(=O)c1cc(S(=O)(=O)N2CCOCC2)ccc1F,-1,nt,nt,15,-0.2%,4,nt,2%,-13,nt,nt
O=C(Cc1cccs1)N/N=C/C=C\c1ccccc1[N+](=O)[O-],3,2%,-4%,1,-0.2%,2,1%,2%,-7,1%,2
CC(C)n1nc(CC(=O)O)c2ccccc2c1=O,-1,-4%,12%,-18,0.1%,-5,3%,7%,15,-6%,3
COc1cc(OC)cc(-n2nc(C(=O)N3CC(C)CC(C)C3)c3ccccc3c2=O)c1 (stereo not given),3,-2%,-5%,-25,0.1%,4,-1%,0%,?,8%,-1
Cc1cc(C(=O)N/N=C/c2ccc3c(c2)OCO3)c(C)n1-c1ccc(F)cc1,14,2%,6%,-18,0.0%,-18,1%,0%,12,-11%,-2
COc1cc2c(cc1OC)CN(CC(=O)Nc1ccccc1C(=O)NCc1ccccc1)CC2,4,6%,-7%,11,0.3%,3,-2%,3%,?,nt,-1
Cc1ccc(S(=O)(=O)CCC(=O)OCc2ccc(Cl)c(Cl)c2)cc1,3,4%,-14%,16,-0.2%,3,-2%,0%,-3,14%,-1
COc1ccccc1C(=O)Nc1ccc(NC(=O)c2ccco2)c(C)c1,-2,2%,-6%,13,-0.6%,6,4%,-8%,0,-55%,nt
COC(=O)c1cc2ccsc2n1Cc1nc(-c2ccc(Cl)cc2)oc1C,1,1%,2%,8,-0.2%,-11,3%,3%,1,14%,3
O=C(CSc1ccc2ccccc2c1)NCCc1ccc(O)c(O)c1,?,2%,9%,1,-0.7%,-22,1%,-1%,-4,2.8µM*,-10
Cn1cncc1C#Cc1c(-c2ccc(S(C)(=O)=O)cc2)sc2ccccc12,nt,nt,nt,-4,-0.8%,5,nt,-7%,-2,nt,nt
Cc1ccc(CNc2ccc3c(c2)ncn3C(C)C)cc1,5,-3%,nt,nt,0.5%,10,2%,0%,nt,-1%,0
O=C(Nc1ccc(N2CCOCC2)c(Cl)c1)c1cc(F)c(F)cc1Cl,8,9%,7%,5,-0.1%,4,-5%,3%,-4,-4%,-6
O=C(Nc1ccccc1)NN(C(=O)CCl)c1ccccc1,-3,1%,32%[activator],0,-0.2%,11,-1%,-1%,3,0%,1
CCCNC(=O)c1c(N)n(-c2ccc3c(c2)OCO3)c2nc3ccccc3nc12,10,8%,?,-1,0.4%,2,2%,0%,-2,-2%,-21
Cc1cccc[n+]1CC(=O)c1ccccc1,-3,-2%,-12%,-2,0.3%,8,4%,2%,1,nt,0
Nc1nc2c([N+](=O)[O-])cccc2s1,2,-1%,6%,1,0.4%,0,-1%,-1%,1,-1%,-1
CCc1ccc(S(=O)(=O)NC(CC(=O)O)c2ccccc2)cc1 (stereo not given),-2,-5%,3%,5,-0.8%,0,4%,1%,-12,-14%,21
Cc1ccc(C(C)NC(=S)NCc2ccc(F)cc2)c(C)c1 (stereo not given),?,-3%,24%,19,?,11,-6%,0%,-14,-5%,-2
NS(=O)(=O)c1ccc(NC(=S)NC(=O)c2cccs2)cc1,1,4%,nt,-6,-1.0%,5,-2%,0%,5,2%,1
